Diaph inh CS: diaphorase inhibitors and chemical oxidizers, primary screen, counter-screen for diaphorase-coupled primary assays, biochemical, uHTS, resorufin fluorescence | diaphorase resazurin-to-resorufin fluorescence, NADH, 16 min; bacterial (C. kluyveri) enzyme, not human | inhibition, % at 20 µM | 190,000 tested, 0.69% active | AID 1217, 2008;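 active = primary screen inhibition at 20 µM above a set limit, cut at about 50% in these data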;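 also: plate controls were DMSO with full reaction for no effect and wells lacking NADH for full effect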
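Detection: fluorescence of resorufin formed from resazurin, Ex 544/Em 590 nm; test system: Clostridium kluyveri diaphorase enzyme; amount: 0.14 U/mL diaphorase, enzyme working solution; times: 16-min room-temperature incubation before reading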
TNAP inh noacc: human TNAP enzyme inhibitors, primary screen, biochemical, luminescent, no phosphate acceptor, uHTS | inhibition, % at 20 µM | 200,000 tested, 0.26% active | purified TNAP, CDP-star luminescence, 30 min | AID 1012, 2008 | Alkaline phosphatase, tissue-nonspecific isozyme (Homo sapiens), P05186;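 active = tissue-nonspecific alkaline phosphatase inhibition above about 50% at 20 µM in the single-dose screen, limit read from the data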;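 also: 0% = DMSO negative control and 100% = EDTA positive control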
Target sequence (P05186 whole entry, looked up): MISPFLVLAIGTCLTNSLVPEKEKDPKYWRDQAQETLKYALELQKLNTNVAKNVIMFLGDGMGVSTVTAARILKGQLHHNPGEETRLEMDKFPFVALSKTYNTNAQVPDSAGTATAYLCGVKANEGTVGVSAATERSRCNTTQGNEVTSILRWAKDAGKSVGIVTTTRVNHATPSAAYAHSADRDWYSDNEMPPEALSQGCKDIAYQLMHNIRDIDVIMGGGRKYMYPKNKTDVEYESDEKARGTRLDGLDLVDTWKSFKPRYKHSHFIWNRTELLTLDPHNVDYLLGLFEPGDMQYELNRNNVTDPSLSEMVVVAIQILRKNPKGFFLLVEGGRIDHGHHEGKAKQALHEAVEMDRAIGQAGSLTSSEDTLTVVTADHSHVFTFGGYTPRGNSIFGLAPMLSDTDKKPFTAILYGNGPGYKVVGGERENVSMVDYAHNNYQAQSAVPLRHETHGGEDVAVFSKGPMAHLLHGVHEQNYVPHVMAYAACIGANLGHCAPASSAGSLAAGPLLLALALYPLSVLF
PMI activator: activators of human PMI, primary screen, biochemical, fluorescence intensity, near-Km mannose 6-phosphate; purified human PMI, coupled resazurin fluorescence, 20 min; hits give high values; 1 = vehicle control, 0 substrate-free wells; Mannose-6-phosphate isomerase (Homo sapiens), P34949; AID 1214, 2008; activation factor at 20 µM; 190,000 tested, 0.005% active;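 active = activation factor of 2 or more at 20 µM, relative to plate controls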
Target sequence (P34949 whole entry, looked up): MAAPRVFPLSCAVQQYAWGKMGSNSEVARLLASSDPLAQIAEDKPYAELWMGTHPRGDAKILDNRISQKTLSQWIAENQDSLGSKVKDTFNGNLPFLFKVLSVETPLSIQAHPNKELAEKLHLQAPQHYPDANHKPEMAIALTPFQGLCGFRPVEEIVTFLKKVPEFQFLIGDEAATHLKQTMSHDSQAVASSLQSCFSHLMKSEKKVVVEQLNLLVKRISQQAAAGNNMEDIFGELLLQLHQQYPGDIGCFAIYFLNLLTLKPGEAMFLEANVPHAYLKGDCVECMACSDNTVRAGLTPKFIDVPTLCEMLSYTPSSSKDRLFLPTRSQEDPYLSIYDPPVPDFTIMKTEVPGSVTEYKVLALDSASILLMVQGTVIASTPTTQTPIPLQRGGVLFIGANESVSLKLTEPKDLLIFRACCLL
TNAP act hi DEA: TNAP activators at high phosphate acceptor level, primary screen, biochemical, luminescence, uHTS; AID 1136, 2008; 200,000 tested, under 10 active; purified TNAP, CDP-star luminescence, 1 M DEA, 30 min; hits give high values; 0 = EDTA background, 1 = DMSO-only activity; activation factor at 20 µM;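 active = activation factor at least 2 at 20 µM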
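Dosing: 20 µM single point. System: human TNAP. Amount: TNAP 1/800 final. Incubation: 30 min, room temperature. Read-out: TNAP activation factor scaled between EDTA and DMSO control wells. Signal: luminescence from CDP-star hydrolysis. Medium: 1 M DEA, pH 9.8, Mg2+, Zn2+. Control set: EDTA negative control, DMSO positive control.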
bIAP inhibitor: bovine intestinal alkaline phosphatase inhibitors, primary screen, selectivity assay for TNAP inhibitor project, biochemical, bovine IAP, CDP-star luminescence; alkaline phosphatase, intestinal [Bos taurus]; purified bovine IAP, 30 min; inhibition, % at 20 µM; 190,000 tested, under 10 active; AID 1019, 2008;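 active = over 50% inhibition of intestinal alkaline phosphatase at 20 µM in the single-dose screen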
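Assay system: bovine IAP enzyme; medium: DEA buffer 100 mM, pH 9.8, with MgCl2 1.0 mM, ZnCl2 0.02 mM; doses: 20 µM single dose; incubation: enzyme reaction for 30 min at room temperature; detection: CDP-star luminescence signal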
Diaphorase act: compounds boosting diaphorase resazurin reduction – biochemical, uHTS, resorufin fluorescence, counter-screen for diaphorase-coupled primary assays, primary screen. Diaphorase/resazurin coupled assay, 16 min; hits give high values; 1 = vehicle wells, 0 = NADH-free wells. activation factor at 20 µM. 190,000 tested, 0.005% active. AID 1229, 2008;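 active = diaphorase activity raised at least twofold by the compound at 20 µM; inactive = activation factor below 2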
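Test system: Clostridium kluyveri diaphorase, purified enzyme; input: enzyme 0.07 U/mL final; buffer or medium: 50 mM HEPES pH 7.4 with 4.542 mM MgCl2, 0.005% Tween 20; also added: 0.114 mM NADH and 0.1 mM resazurin, final amounts; schedule: 16 min enzyme reaction, ambient temperature; technique: fluorescence of resorufin, 544 nm excitation, 590 nm emission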
TNAP inh hi DEA: human TNAP enzyme inhibitors, primary screen, biochemical, luminescent, high phosphate acceptor level, uHTS; Alkaline phosphatase, tissue-nonspecific isozyme (Homo sapiens), P05186; purified TNAP, CDP-star luminescence, 1 M DEA; inhibition, % at 20 µM; 200,000 tested, 0.03% active;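 active = over 50% inhibition of tissue-nonspecific alkaline phosphatase at 20 µM in the single-dose screen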;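 also: plate controls were DMSO wells for no effect and EDTA-quenched wells as full inhibition for full effect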
bIAP act: bovine intestinal alkaline phosphatase activators, primary screen, biochemical, bovine IAP, CDP-star luminescence; alkaline phosphatase, intestinal [Bos taurus]; purified bovine IAP, 30 min; hits give high values; fold of DMSO-control signal, blank-subtracted; activation factor at 20 µM; 200,000 tested, 0.17% active; AID 1016, 2008;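 active = activation factor of 2 or more at 20 µM, a signal rise over negative controls twice the positive control's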
Lmaj promast: Leishmania major promastigote growth inhibition, primary screen | inhibition, % at 10 µM | AID 1063, 2008 | 200,000 tested, 9% active | Leishmania major promastigotes, resazurin fluorescence viability; in the data active = inhibition above about 50%;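 also: promastigotes grown with compound for 44 hours at 28 °C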
PMI act hi M6P: human PMI activators, high substrate, primary screen, biochemical, fluorescence intensity, near-saturating mannose 6-phosphate | Mannose-6-phosphate isomerase (Homo sapiens), P34949 | coupled PMI enzyme assay, resazurin fluorescence, 20 min; hits give high values; 1 = untreated enzyme, 0 = substrate-free blank | AID 1216, 2008 | 190,000 tested, 0.34% active | activation factor at 20 µM;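 active = activation factor of 2 or more at 20 µM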
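Test system: human phosphomannose isomerase with PGI, G6PDH, diaphorase coupling enzymes; amount: 15 ng/mL PMI; incubation: enzyme reaction with compound 20 min at room temperature; technique: resorufin fluorescence (Ex 544/Em 590 nm) from resazurin via diaphorase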
Starred values were filed as active, the others as inactive.

`CCOC(=O)C1CCN(C(=O)C2(NC(=O)Nc3ccccc3Cl)CCCCC2)CC1` gave Diaph inh CS 16, TNAP inh noacc -62, PMI activator 0.9, TNAP act hi DEA 1, bIAP inhibitor -249, Diaphorase act 0.8, TNAP inh hi DEA -4, bIAP act 3.5*, Lmaj promast 10 and PMI act hi M6P 0.9.
For O=C(Cc1ccccc1)NCCC1=CCCCC1 the results were Diaph inh CS 0, TNAP inh noacc -2, PMI activator 1.1, TNAP act hi DEA 1, bIAP inhibitor 9, Diaphorase act 1, TNAP inh hi DEA -3, bIAP act 0.9, Lmaj promast -5 and PMI act hi M6P 1.1.
Cc1[nH]n(C(C)(C)C)c(=O)c1Sc1ccccc1 was read as Diaph inh CS 12, TNAP inh noacc -10, PMI activator 0.9, TNAP act hi DEA 1, bIAP inhibitor 0, Diaphorase act 0.9, TNAP inh hi DEA -2, bIAP act 1, Lmaj promast 10 and PMI act hi M6P 0.7.
Screening COc1ccc(C(=O)C2CCCN(C(=O)c3noc4c3CCCC4)C2)cc1F (configuration not stated) returned Diaph inh CS 20, TNAP inh noacc -2, PMI activator 0.9, TNAP act hi DEA 1, bIAP inhibitor -11, Diaphorase act 0.8, TNAP inh hi DEA 0, bIAP act 1.1, Lmaj promast 0 and PMI act hi M6P 0.8.
Screening COc1ccc(NC(=O)c2cccc(Cn3cc(Br)cn3)c2)cn1 returned Diaph inh CS 25, TNAP inh noacc -14, PMI activator 0.9, TNAP act hi DEA 1, bIAP inhibitor 11, Diaphorase act 0.8, TNAP inh hi DEA -1, bIAP act 0.9, Lmaj promast -3 and PMI act hi M6P 0.8.
Screening COc1ccc(NC(=O)C/C(C)=N/NC(=O)C(=O)NC(C)C)c(OC)c1 returned Diaph inh CS 5, TNAP inh noacc -3, PMI activator 0.9, TNAP act hi DEA 1, bIAP inhibitor -13, Diaphorase act 1, TNAP inh hi DEA -1, bIAP act 1.1, Lmaj promast -1 and PMI act hi M6P 0.9.
Screening O=C(NCCN1CCOCC1)c1cc2cc([N+](=O)[O-])ccc2s1 returned Diaph inh CS 9, TNAP inh noacc -8, PMI activator 0.9, TNAP act hi DEA 1, bIAP inhibitor 4, Diaphorase act 0.9, TNAP inh hi DEA -3, bIAP act 1, Lmaj promast 66* and PMI act hi M6P 0.9.
`CCCCC(=O)Nc1sc2c(c1C(N)=O)CCC2` gave Diaph inh CS 10, TNAP inh noacc -12, PMI activator 0.9, TNAP act hi DEA 1, bIAP inhibitor 24, Diaphorase act 0.9, TNAP inh hi DEA 1, bIAP act 0.8, Lmaj promast 4 and PMI act hi M6P 0.9.
`Cc1cc(F)c(F)c(C(=O)N2CCOCC2)c1` gave Diaph inh CS -4, TNAP inh noacc -7, PMI activator 1.1, TNAP act hi DEA 1, bIAP inhibitor -8, Diaphorase act 1, TNAP inh hi DEA 2, bIAP act 1.1, Lmaj promast -4 and PMI act hi M6P 1.1.
Cc1ccc(S(=O)(=O)N(C)c2ccc(OCC(=O)Nc3nnc(C4CC4)s3)cc2)cc1 was read as Diaph inh CS 23, TNAP inh noacc -10, PMI activator 0.9, TNAP act hi DEA 1.1, bIAP inhibitor -4, Diaphorase act 0.8, TNAP inh hi DEA -5, bIAP act 1, Lmaj promast 96* and PMI act hi M6P 0.8.
CCOC(=O)c1[nH]c(C)c(C(=O)OCC(=O)N(C)C2CCS(=O)(=O)C2)c1C (configuration not stated) was read as Diaph inh CS 9, TNAP inh noacc -16, PMI activator 1, TNAP act hi DEA 1.1, bIAP inhibitor 0, Diaphorase act 0.9, TNAP inh hi DEA -6, bIAP act 1, Lmaj promast -1 and PMI act hi M6P 1.
Cc1cc(C)nc(N2CCC(C(=O)NCCc3ccccc3)CC2)n1 was read as Diaph inh CS 15, TNAP inh noacc -11, PMI activator 0.9, TNAP act hi DEA 1, bIAP inhibitor 10, Diaphorase act 0.9, TNAP inh hi DEA -5, bIAP act 0.9, Lmaj promast -2 and PMI act hi M6P 0.9.
For Cc1ccc(C(C)NC(=O)/C(C#N)=C\c2c(C)[nH]c3ccccc23)cc1 (configuration not stated) the results were Diaph inh CS 18, TNAP inh noacc 10, PMI activator 0.9, TNAP act hi DEA 1, bIAP inhibitor 14, Diaphorase act 0.8, TNAP inh hi DEA 2, bIAP act 0.9, Lmaj promast 0 and PMI act hi M6P 0.9.
Screening CC(=O)Nc1ccc(S(=O)(=O)N(C)Cc2ccccc2)cc1 returned Diaph inh CS -2, TNAP inh noacc -14, PMI activator 1.1, TNAP act hi DEA 1, bIAP inhibitor -20, Diaphorase act 1, TNAP inh hi DEA -3, bIAP act 1.2, Lmaj promast -5 and PMI act hi M6P 1.1.
Screening O=[N+]([O-])c1ccc(Nc2nc(NCCO)nc(N3CCCC3)n2)cc1 returned Diaph inh CS 1, TNAP inh noacc -8, PMI activator 1.1, TNAP act hi DEA 1, bIAP inhibitor 3, Diaphorase act 1, TNAP inh hi DEA -2, bIAP act 1, Lmaj promast 45 and PMI act hi M6P 1.
CCC/C(O)=C1\C(=O)CC(c2ccccc2)CC1=NC (configuration not stated) was read as Diaph inh CS 2, TNAP inh noacc -7, PMI activator 0.9, TNAP act hi DEA 1, bIAP inhibitor 3, Diaphorase act 1, TNAP inh hi DEA -2, bIAP act 1, Lmaj promast -2 and PMI act hi M6P 1.
Screening O=C(CCS(=O)(=O)c1cccc2nsnc12)N1CCN(Cc2ccc3c(c2)OCO3)CC1 returned Diaph inh CS 21, TNAP inh noacc -11, PMI activator 1, TNAP act hi DEA 1, bIAP inhibitor -1, Diaphorase act 0.8, TNAP inh hi DEA -5, bIAP act 1, Lmaj promast 1 and PMI act hi M6P 0.9.
For O=Cc1cccc(OC(=O)c2ccc(Cl)cc2Cl)c1 the results were Diaph inh CS 14, TNAP inh noacc -26, PMI activator 1, TNAP act hi DEA 1.1, bIAP inhibitor 10, Diaphorase act 0.9, TNAP inh hi DEA -8, bIAP act 0.9, Lmaj promast 0 and PMI act hi M6P 1.
`CCOC(=O)C1=C(C)OC(N)=C(C#N)C1c1cccs1` (configuration not stated) gave Diaph inh CS 0, TNAP inh noacc -12, PMI activator 1.1, TNAP act hi DEA 1, bIAP inhibitor 7, Diaphorase act 1, TNAP inh hi DEA -1, bIAP act 0.9, Lmaj promast -1 and PMI act hi M6P 0.9.
Screening CC(/C=C1\N=C(SCc2ccccc2)SC1=O)=C\c1ccccc1 returned Diaph inh CS 21, TNAP inh noacc -3, PMI activator 0.9, TNAP act hi DEA 0.9, bIAP inhibitor 8, Diaphorase act 0.8, TNAP inh hi DEA 6, bIAP act 0.9, Lmaj promast -2 and PMI act hi M6P 0.9.
For Cc1ccccc1NC(=O)c1cnc(Nc2nc3ccccc3s2)nc1C the results were Diaph inh CS -2, TNAP inh noacc -6, PMI activator 1, TNAP act hi DEA 1, bIAP inhibitor 23, Diaphorase act 1, TNAP inh hi DEA -2, bIAP act 0.8, Lmaj promast -5 and PMI act hi M6P 1.
For CC(=O)Nc1ccc(S(=O)(=O)NC2(C(F)(F)F)C(=O)Nc3c2c(=O)n(C)c(=O)n3C)cc1 (configuration not stated) the results were Diaph inh CS 4, TNAP inh noacc -8, PMI activator 1, TNAP act hi DEA 1, bIAP inhibitor 0, Diaphorase act 1, TNAP inh hi DEA -4, bIAP act 1, Lmaj promast -3 and PMI act hi M6P 1.1.
`O=C(Nc1ccc(OCC(F)(F)C(F)F)c(C(F)(F)F)c1)c1ccccc1O` gave Diaph inh CS 20, TNAP inh noacc -10, PMI activator 0.9, TNAP act hi DEA 0.9, bIAP inhibitor 13, Diaphorase act 0.8, TNAP inh hi DEA 5, bIAP act 0.9, Lmaj promast 100* and PMI act hi M6P 0.9.
Cc1cc(O)c(-c2ccno2)cc1Cl was read as Diaph inh CS 13, TNAP inh noacc -2, PMI activator 1, TNAP act hi DEA 1, bIAP inhibitor 48, Diaphorase act 0.9, TNAP inh hi DEA 0, bIAP act 0.5, Lmaj promast -11 and PMI act hi M6P 1.
COc1ccc(N2C(=O)C(OC(C)=O)C2c2ccc(C)cc2)cc1 (configuration not stated) was read as Diaph inh CS 10, TNAP inh noacc -11, PMI activator 1.1, TNAP act hi DEA 1.1, bIAP inhibitor -30, Diaphorase act 0.9, TNAP inh hi DEA -6, bIAP act 1.3, Lmaj promast -3 and PMI act hi M6P 1.2.

A draw from above in order of heavy-atom count, falling:
For Cc1ccccc1NC(=O)c1cnc(Nc2nc3ccccc3s2)nc1C the results were Diaph inh CS -2, TNAP inh noacc -6, PMI activator 1, TNAP act hi DEA 1, bIAP inhibitor 23, Diaphorase act 1, TNAP inh hi DEA -2, bIAP act 0.8, Lmaj promast -5 and PMI act hi M6P 1.
`CCOC(=O)C1=C(C)OC(N)=C(C#N)C1c1cccs1` (configuration not stated) gave Diaph inh CS 0, TNAP inh noacc -12, PMI activator 1.1, TNAP act hi DEA 1, bIAP inhibitor 7, Diaphorase act 1, TNAP inh hi DEA -1, bIAP act 0.9, Lmaj promast -1 and PMI act hi M6P 0.9.
Cc1cc(O)c(-c2ccno2)cc1Cl was read as Diaph inh CS 13, TNAP inh noacc -2, PMI activator 1, TNAP act hi DEA 1, bIAP inhibitor 48, Diaphorase act 0.9, TNAP inh hi DEA 0, bIAP act 0.5, Lmaj promast -11 and PMI act hi M6P 1.

Screening results: PubChem BioAssay, several laboratories

Compounds as they come; 10% or so of the library scored in one or more.
